Source: PubChem BioAssay
TIM10 inh – growth inhibitors of isogenic TIM10 control yeast, primary screen, counter-screen for tim10-1 yeast inhibitor project, luminescence, uHTS. S. cerevisiae TIM10 strain growth, BacTiter-Glo luminescence, 24 h. inhibition, % at 10 µM. hit rate 1.4% among 330,000;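 active = inhibition of 40% or more at the single tested concentration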;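 note: wild-type TIM10 isogenic control strain grown at permissive 25 °C; 0% = DMSO yeast wells and 100% = minimal medium wells without yeast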
Mdm2 MdmX PPI – inhibitors of human Mdm2-MdmX association, primary screen, cell-based, luminescence, split luciferase, SaOS-2, uHTS | SaOS-2 split-luciferase Mdm2/MdmX complementation | AID 485346, 2010 | hit rate 3% among 330,000 | inhibition, % at 8 µM;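 active = inhibition of at least 50% at 8 µM in the primary screen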
Target sequence (O15151 whole entry, looked up): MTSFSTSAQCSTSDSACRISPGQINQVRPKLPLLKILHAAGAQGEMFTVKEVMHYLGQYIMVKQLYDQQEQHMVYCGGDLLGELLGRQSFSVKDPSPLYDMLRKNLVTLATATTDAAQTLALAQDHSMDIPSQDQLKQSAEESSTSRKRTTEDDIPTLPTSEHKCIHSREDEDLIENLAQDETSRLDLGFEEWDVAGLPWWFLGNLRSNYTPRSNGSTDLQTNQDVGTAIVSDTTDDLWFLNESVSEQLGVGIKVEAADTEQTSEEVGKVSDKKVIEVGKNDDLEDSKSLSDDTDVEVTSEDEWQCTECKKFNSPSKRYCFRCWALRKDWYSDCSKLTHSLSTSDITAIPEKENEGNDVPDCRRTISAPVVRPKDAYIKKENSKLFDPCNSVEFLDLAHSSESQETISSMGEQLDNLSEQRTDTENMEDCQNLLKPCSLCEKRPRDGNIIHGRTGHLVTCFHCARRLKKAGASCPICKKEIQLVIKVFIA
Target sequence (Q00987 whole entry, looked up): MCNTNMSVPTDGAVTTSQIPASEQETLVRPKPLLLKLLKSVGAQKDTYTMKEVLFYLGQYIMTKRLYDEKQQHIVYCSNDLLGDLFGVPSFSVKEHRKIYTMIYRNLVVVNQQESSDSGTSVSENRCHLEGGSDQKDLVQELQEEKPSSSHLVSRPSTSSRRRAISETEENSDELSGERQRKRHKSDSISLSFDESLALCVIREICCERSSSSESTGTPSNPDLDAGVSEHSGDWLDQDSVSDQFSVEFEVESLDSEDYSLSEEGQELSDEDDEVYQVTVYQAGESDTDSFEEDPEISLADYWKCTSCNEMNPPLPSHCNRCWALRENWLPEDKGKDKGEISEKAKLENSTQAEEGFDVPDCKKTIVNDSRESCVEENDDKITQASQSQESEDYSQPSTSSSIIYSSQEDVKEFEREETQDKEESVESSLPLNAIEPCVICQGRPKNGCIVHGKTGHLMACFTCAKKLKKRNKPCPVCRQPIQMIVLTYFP
tim10-1 inh – growth inhibitors of tim10-1 mutant yeast, primary screen, luminescence, uHTS | hit rate 2.2% among 330,000 | S. cerevisiae tim10-1 ts strain growth, BacTiter-Glo, 24 h | inhibition, % at 20 µM;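 active = inhibition of at least 40%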;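 note: mutant grown at 25 °C; 0% = DMSO wells with yeast and 100% = wells holding no yeast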
697 NFkB inh – inhibitors of PMA/ionomycin-induced NF-kB reporter, 697 cells, primary screen, B-cell NF-kB inhibitor project, cell-based, luminescence, uHTS; hit rate 0.33% among 330,000; AID 435022, 2010; inhibition, % at 4 µM; 697 B-cell NF-kB luciferase reporter, 16 h; in the data active = inhibition above about 35%
CHOP UPR activ – activators of apoptotic CHOP UPR arm, primary screen, cell-based, CHO-CHOP luciferase reporter, luminescence, uHTS; UPR activation; percent of tunicamycin response over DMSO baseline; activation, % at 10 µM; hit rate 0.34% among 330,000; AID 449763, 2010;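 active = at 10 µM dose, activation of 40% or more, normalized to positive control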;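 note: 100% = tunicamycin at 10 µg/mL and 0% = DMSO alone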
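System: CHO-CHOP luciferase reporter cell line; amount: 500 cells/well; buffer or medium: F12 medium containing 10% fetal bovine serum; incubation: 6 h compound exposure at 37 °C after overnight seeding; measured by: luciferase luminescence after 10 min with Steady-Glo reagent; evaluation: % reporter activation, DMSO baseline versus tunicamycin full activation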
XBP1 UPR activ – activators of adaptive XBP1 UPR arm, primary screen, cell-based, CHO-XBP1 luciferase reporter, luminescence, uHTS; IRE1-XBP1 UPR activation; percent of tunicamycin response, DMSO as zero; activation, % at 20 µM; hit rate 0.33% among 330,000; AID 463104, 2010;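 active = versus positive control, 20 µM dose yields 30% or more activation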;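 note: 100% = tunicamycin at 10 µg/mL and 0% = DMSO only wells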
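Assay system: IRE1-XBP1 luciferase reporter CHO line. Input: 1000 cells/well. Buffer or medium: F12 with 10% serum. Doses: 20 µM, 1% DMSO. Times: overnight seeding at 37 °C, 6 h compound treatment at 37 °C. Technique: Steady-Glo luciferase glow luminescence, 10 min after reagent addition.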
tim23-1 inh – growth inhibitors of tim23-1 mutant yeast, primary screen, luminescence, uHTS; S. cerevisiae tim23-1 growth, BacTiter-Glo luminescence, 24 h; inhibition, % at 20 µM; hit rate 1.3% among 330,000;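 active = growth inhibition of the mutant yeast at or above 50%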;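 note: temperature-sensitive mutant grown at 25 °C; plate controls were DMSO-treated mutant yeast for no effect and medium wells lacking yeast for full effect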
Jurkat NFkB inh – inhibitors of induced NF-kB luciferase reporter, primary screen, TCR NF-kB activation inhibitor project, cell-based, luminescence, uHTS | Jurkat, PMA/ionomycin-induced NF-kB luciferase reporter | inhibition, % at 4 µM | hit rate 0.53% among 330,000; in the data active = inhibition above about 50%
* marks the source's active call; other numbers are inactive results. No enrichment for hits; about 6.6% have a hit in one of these screens.

SMILES	TIM10 inh	Mdm2 MdmX PPI	tim10-1 inh	697 NFkB inh	CHOP UPR activ	XBP1 UPR activ	tim23-1 inh	Jurkat NFkB inh
Cc1c(C(=O)NCCSCc2c(Cl)cccc2Cl)cccc1[N+](=O)[O-]	15	9	21	23	0.9	5	8	-15
Cc1ccc(NC(=O)C2CCCN(S(=O)(=O)c3c(C)noc3C)C2)cc1F (stereo unspecified)	-1	-3	29	-6	-1.3	-2	-10	-3
Cc1cc(Cl)nc(Cl)c1C(=O)NCc1ccc(Cl)cc1	-30	2	-9	-3	1.3	-7	1	-6
O=C(COC(=O)Cc1ccccc1F)NCCNC(=O)COC(=O)Cc1ccccc1F	6	11	1	-5	-0.5	-1	-7	-20
O=C(NCCCN1CCCC1=O)c1ccc2c(c1)ncn2C1CCCCC1	-7	-4	-19	5	0.6	5	-8	-1
CCCOc1ccc(NC(=O)C(=O)NCCCn2ccnc2)cc1	0	-7	7	56*	1.2	-2	-1	11
Cc1ccc(C)c(OCc2cc(C(=O)N3CC[C@@H]4CCCC[C@H]4C3)no2)c1	13	-45	7	-19	3.5	0	14	-25
O=C(c1cc(-c2cccc(O)c2)on1)N1CCCC1	12	-29	1	-85	0.3	-10	0	-114
CCCOc1ccc(NC(=O)C2CC(=O)N(C)C(=Nc3cccc(OC)c3)S2)cc1 (stereo unspecified)	9	20	12	9	-5.3	-6	8	-11
CC(C)CN(C(=O)COC(=O)CCCc1nc2ccccc2s1)c1c(N)n(Cc2ccccc2)c(=O)[nH]c1=O	5	18	-16	-30	0.7	-3	-4	-11
CCCN(CCC)CCN1C(=O)C2C(C(=O)Nc3cccc(SC)c3)C3C=CC2(O3)C1C(=O)NC1CCCCC1 (stereo unspecified)	13	-12	-2	-18	0.6	-2	3	-29
COCCN(CCOC)C(=S)Nc1ccccc1Cl	9	10	8	9	2.3	-1	4	-6
CCOC(=O)CN1CCc2c(C)nc3c(-c4ccc(OC)c(OC)c4)cnn3c21	5	19	23	13	-0.2	3	7	-8
CC1CN(S(=O)(=O)c2cccc(C(=O)OCCOc3ccccc3)c2)CC(C)O1 (stereo unspecified)	14	-35	27	-20	-2.2	-2	27	-9
O=C(NCc1ccc(Cl)cc1)c1cc([N+](=O)[O-])ccc1Cl	5	16	1	15	-0.2	-2	2	60*

3 compounds drawn at random from the list so far:
SMILES	TIM10 inh	Mdm2 MdmX PPI	tim10-1 inh	697 NFkB inh	CHOP UPR activ	XBP1 UPR activ	tim23-1 inh	Jurkat NFkB inh
Cc1cc(Cl)nc(Cl)c1C(=O)NCc1ccc(Cl)cc1	-30	2	-9	-3	1.3	-7	1	-6
CCOC(=O)CN1CCc2c(C)nc3c(-c4ccc(OC)c(OC)c4)cnn3c21	5	19	23	13	-0.2	3	7	-8
Cc1ccc(C)c(OCc2cc(C(=O)N3CC[C@@H]4CCCC[C@H]4C3)no2)c1	13	-45	7	-19	3.5	0	14	-25

Next entries follow:
SMILES	TIM10 inh	Mdm2 MdmX PPI	tim10-1 inh	697 NFkB inh	CHOP UPR activ	XBP1 UPR activ	tim23-1 inh	Jurkat NFkB inh
COc1ccc(C2C(C(=O)N3CCOCC3)CCC(=O)N2c2ccc(OC)cc2)cc1 (stereo unspecified)	7	-19	14	3	-0.5	-2	16	12
NC(Cc1c[nH]c2ccc(OCc3ccccc3)cc12)C(=O)O (stereo unspecified)	23	14	36	0	0.5	-2	28	-5
Nc1c(C(=O)Nc2ccc(Cl)cc2)oc2ccccc12	-12	-269	13	-116	9.1	0	23	-84
Cc1ccc(CN(C(=O)c2csnn2)C(C(=O)NC2CCCC2)c2ccco2)cc1 (stereo unspecified)	24	-20	0	-5	1.1	-1	18	5
CCCCCN(C(=O)CCC(=O)OCc1ccc(Cl)cc1Cl)c1c(N)n(CCCC)c(=O)[nH]c1=O	4	21	3	8	2.9	2	15	17
COC(=O)C1=C(C)N(Cc2ccccc2)C(=NCc2ccccc2)N[C@H]1c1ccccc1	10	91*	13	13	0.8	4	15	12
Cc1cccc(-n2c(=O)[nH]c3c(C(N)=O)nc(CC(C)C)nc32)c1	-19	9	-14	-1	1.9	-1	-8	-3
COC(=O)c1sc(NC(=O)COc2ccc(OC)cc2)nc1C	2	10	-16	20	1.0	0	-14	8
COCCC(=O)N1CCC(Oc2ccc(C(=O)NCc3nccn3C)cc2)CC1	8	14	-6	13	0.1	2	-8	-10
CCO[C@@H]1OC(C(=O)N2CCCCCCC2)=C[C@H](c2ccc(C(F)(F)F)cc2)[C@H]1CCCO	9	38	8	-9	0.7	0	9	1
COc1ccc(S(=O)(=O)Nc2c(F)cccc2F)cc1	21	2	24	2	1.8	-1	28	-2
N#Cc1cc([N+](=O)[O-])ccc1NCC1CCCO1 (stereo unspecified)	6	4	-27	16	1.6	-2	-8	-2
CC(C)CC(=O)c1c[nH]c(C(=O)NCc2ccccc2)c1	6	20	-3	17	3.3	-3	3	0
O=C(CSc1nnc2scc(-c3ccccc3)n12)c1ccc2c(c1)OCCO2	15	5	29	-1	0.1	0	18	-4
COc1cc(OC)c(OC)cc1/C=N/N(C)c1ccccc1	22	24	27	12	-0.4	4	22	6
O=C(OCc1cc(Cl)cc2c1OCOC2)c1cccnc1Cl	-17	11	-13	6	1.5	2	13	12
Cc1cc(C(=O)N/N=C/c2cccc3ccccc23)c(C)o1	-16	1	1	2	1.3	-4	14	-17
CC1(C)Cc2nc3sc4c(N5CCCC5)nnnc4c3cc2CO1	9	21	-9	0	0.1	-2	-6	-2
COCCN(C(=S)Nc1c(C)cc(C)cc1C)C(C)c1cccs1 (stereo unspecified)	11	12	24	2	1.0	-3	45	-2
CCOC(=O)c1cccc(NC(=O)CN(C)S(=O)(=O)c2cnc[nH]2)c1	-1	17	-4	12	-1.3	-5	3	12
Cc1nc2ccc3nc(NC(=O)C4COc5ccccc5O4)sc3c2s1 (stereo unspecified)	21	3	8	-28	2.5	4	19	-5
C[C@@H](NCCc1ccc(O)cc1)[C@@H](O)c1ccc(O)cc1	-96	-10	-32	22	-0.4	2	-47	9
Cc1ccc(Cn2c(=O)sc3ccccc3c2=O)cc1	10	10	8	9	2.3	0	18	3
Cc1ccc2nc(-c3ccccc3)cc(C(=O)N(C)CC(=O)Nc3ccccc3Br)c2c1	3	53*	21	-2	4.3	0	29	-4
COc1ccc(S(=O)(=O)N(CC(=O)N2CCOCC2)Cc2ccccc2)cc1	1	17	18	23	-3.5	-1	12	0
CCC(Oc1ccc(C)c(C)c1)C(=O)O (stereo unspecified)	10	-3	13	14	-2.9	1	-4	9
O=C(c1cccc(N2C(=O)C3CC=CCC3C2=O)c1)N1CCCCCC1 (stereo unspecified)	4	13	18	23	-1.2	-2	8	4
NC(=O)CC(NC(=O)c1ccccc1)c1ccc(NC2CCCCCCC2)c([N+](=O)[O-])c1 (stereo unspecified)	11	20	15	-7	0.9	4	17	10
O=c1c2ccccc2c(-c2ccccc2)nn1-c1cc(Cl)cc(Cl)c1	15	26	15	-2	1.2	1	13	11
CCc1noc(C)c1C(=O)Nc1cc(Cl)ccc1N1CCOCC1	12	12	24	4	-1.3	-1	26	12
CCc1cccc(CC)c1NC(=O)COC(=O)Cc1ccsc1	-5	5	20	-6	2.3	-2	9	8
CC(Sc1nn(-c2ccccc2)c(=S)s1)C(=O)NCC1CCCO1 (stereo unspecified)	1	-4	13	1	-1.4	1	15	-8
COC(=O)Cc1ccc(NC(=S)N2CCC(Cc3ccccc3)CC2)cc1	21	19	23	-11	1.2	-4	43	-16
CCOC(=O)c1c(-c2ccc(C)cc2)csc1/N=C/N(C)C	4	17	2	1	-1.6	-3	30	-15
Cc1nc2ccc(NC(=S)NCc3ccccc3)cc2nc1C	23	-1	15	-11	1.7	5	15	-8
CCc1nnc(NC(=O)CCc2c[nH]c3ccccc23)s1	-3	23	20	7	-1.2	0	11	4
CCn1ccc(C(=O)N2CCOCC2)n1	0	-4	2	14	-1.4	1	-6	2
Cc1cccc(NC(=O)c2ccc(NC(=O)CC3SC(N4CCCC4)=NC3=O)cc2)n1 (stereo unspecified)	-1	10	11	-8	1.4	-3	4	-17
Cc1c(OCC(=O)N[C@@H](Cc2c[nH]c3ccccc23)C(=O)O)ccc2c1oc(=O)c1ccccc12	6	0	6	26	-2.6	-1	-2	-14
CC(NC(=O)c1ccc(NC2=NC3CS(=O)(=O)CC3S2)cc1)c1ccccc1 (stereo unspecified)	4	19	-3	2	1.5	-4	5	9
NC(N)=N/N=C/c1cccc(Cl)c1Cl	16	20	3	23	0.0	1	-2	20
CCC(c1nnc(SCC(=O)NCC2CCCO2)n1Cc1ccccc1)N(C)C (stereo unspecified)	2	12	7	5	-0.1	-3	19	-4
O=C1N/C(=C/c2cccn2-c2ccccc2)C(=O)N1c1cccc(Cl)c1	1	54*	1	-62	3.8	-3	-20	-42
NC(=O)c1nsc(C(=O)N(CC(=O)NC2CCCCC2)c2cccc(F)c2)c1N	19	-5	5	5	1.1	-7	20	9
CC(C)(C)C1=CC=C(C(C)(C)C)C(=O)C1=O	18	-1	31	-5	49*	3	36	-6
CCCC(=O)Nc1cccc(NC(=O)c2ccccc2Br)c1	3	2	20	30	1.2	-1	10	3
Cc1ccc(-c2n[nH]c(=O)c3ccccc23)cc1S(=O)(=O)N(C)CCO	4	12	1	10	-0.6	-3	-4	8
CCOc1ccc(C(=O)NNC(=O)CN2C(=O)C3CC=CCC3C2=O)cc1OC (stereo unspecified)	2	4	1	4	0.2	-4	7	-7
C=CCn1c(COC)nnc1SCC(=O)c1ccc(F)cc1	-1	14	17	20	-1.8	-1	4	10
CN(NC(=O)Nc1ccccc1)c1cnn(C)c(=O)c1Cl	1	-12	9	14	-0.8	2	3	-4
CCc1ccc(-c2csc(NC(=O)COC(=O)CCc3nc4ccccc4s3)n2)cc1	-2	-186	15	-116	1.8	0	0	-103
Cc1cccc(NC(=O)CN(C2=NC3CS(=O)(=O)CC3S2)c2ccccc2F)c1 (stereo unspecified)	7	-16	16	8	-0.2	0	14	2
Cc1ccc(C2=C(CC(=O)O)C(=O)CC2)cc1	-10	6	11	14	-1.7	-2	5	-9
COc1coc(C(O)CN)cc1=O (stereo unspecified)	5	-30	2	15	0.5	-1	3	8
O=C(Nc1ccccc1F)c1ccccc1-c1ccccc1	-11	21	9	5	4.4	-2	12	-4
Cc1cc(C(=O)CN2C(=O)NC3(CCCCC3C)C2=O)c(C)n1Cc1cccs1 (stereo unspecified)	3	-112	0	-119	4.0	1	7	-64
Cc1ccc(OCC(=O)NNC(=O)c2cc3ccccc3o2)cc1C	-7	42	-3	-6	-0.9	1	-12	-6
O=C1c2ccccc2-c2nc3ccccc3nc21	4	-81	16	-36	35	16	12	-66
CC(NC(=O)c1ccc(NS(C)(=O)=O)cc1)c1ccccc1 (stereo unspecified)	0	18	-14	31	-1.1	0	5	-1

Compound profiles, from the list above. Order of values: TIM10 inh	Mdm2 MdmX PPI	tim10-1 inh	697 NFkB inh	CHOP UPR activ	XBP1 UPR activ	tim23-1 inh	Jurkat NFkB inh
CCOC(=O)c1cccc(NC(=O)CN(C)S(=O)(=O)c2cnc[nH]2)c1 is listed with -1	17	-4	12	-1.3	-5	3	12
CCc1cccc(CC)c1NC(=O)COC(=O)Cc1ccsc1 is listed with -5	5	20	-6	2.3	-2	9	8
N#Cc1cc([N+](=O)[O-])ccc1NCC1CCCO1 (stereo unspecified) is listed with 6	4	-27	16	1.6	-2	-8	-2
